L3MBTL1 block – qHTS Assay for the Inhibitors of L3MBTL1. Lethal(3)malignant brain tumor-like protein 1 (Homo sapiens), Q9Y468. AlphaScreen L3MBTL1–H3K9me1 peptide binding. Potency, µM (titrated, usually from 57.1 µM), for inactives: at the highest dose activity, negative = inhibition, actives largely listed as inhibitors. 0.66% of 230,000 active. AID 485360, 2010; further: potency means the concentration at half of the fitted maximal effect; on the % scale 0 is the no-effect control and ±100 the full control effect; nearly all actives have a fitted effect of over 60% in size
Target sequence (Q9Y468 whole entry, looked up): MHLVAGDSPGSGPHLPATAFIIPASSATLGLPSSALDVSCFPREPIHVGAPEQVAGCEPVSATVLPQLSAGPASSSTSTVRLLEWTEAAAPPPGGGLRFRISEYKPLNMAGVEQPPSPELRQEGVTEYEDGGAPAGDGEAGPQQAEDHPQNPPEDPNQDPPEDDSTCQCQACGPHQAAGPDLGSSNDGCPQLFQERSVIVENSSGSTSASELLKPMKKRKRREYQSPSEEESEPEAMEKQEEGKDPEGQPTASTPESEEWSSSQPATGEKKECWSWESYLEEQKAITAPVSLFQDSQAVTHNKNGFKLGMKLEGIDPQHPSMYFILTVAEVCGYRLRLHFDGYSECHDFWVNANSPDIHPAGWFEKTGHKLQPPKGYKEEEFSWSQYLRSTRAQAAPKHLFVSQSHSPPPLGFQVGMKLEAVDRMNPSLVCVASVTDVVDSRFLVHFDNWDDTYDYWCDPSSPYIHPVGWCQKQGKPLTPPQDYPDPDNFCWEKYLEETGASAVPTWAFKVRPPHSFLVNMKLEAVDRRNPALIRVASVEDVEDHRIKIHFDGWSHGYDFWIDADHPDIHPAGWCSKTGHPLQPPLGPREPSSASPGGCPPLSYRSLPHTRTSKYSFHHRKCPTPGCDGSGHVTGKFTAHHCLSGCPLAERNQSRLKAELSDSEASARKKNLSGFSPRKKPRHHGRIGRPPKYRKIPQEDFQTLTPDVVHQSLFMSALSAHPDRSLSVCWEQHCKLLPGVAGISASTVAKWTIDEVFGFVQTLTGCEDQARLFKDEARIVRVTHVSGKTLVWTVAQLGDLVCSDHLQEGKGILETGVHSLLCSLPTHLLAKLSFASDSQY
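Displacement of a biotinylated histone H3(1-15) peptide monomethylated at Lys9 (75 nM) from L3MBTL1 (50 nM) was measured by AlphaScreen after a 30 min room-temperature compound incubation; cefsulodin titration served as intraplate control.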
Luc counter – Counterscreen for Luciferase (Kinase-Glo TM) Inhibition | Luciferin 4-monooxygenase (Photuris pensylvanica), Q27757 | Kinase-Glo luciferase, ATP luminescence, 8 min | Potency, µM (series often up to 38.3 µM), for inactives: at the top dose activity change, negative = inhibition, usual class: inhibitors | 0.28% of 200,000 active | AID 1379, 2008; further: potency means the concentration at half of the fitted maximal effect; on the % scale 0 is the no-effect control and ±100 the full control effect; nearly all actives have a fitted effect of over 60% in size
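Compound is pinned into ATP-containing buffer (10 uM ATP, imidazole pH 7.2, 7 mM MgCl2). Kinase-Glo luciferase reagent is then added. Light output is recorded following an 8-min room-temperature incubation.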
Epigenetic reg – Quantitative High-Throughput Screen for Regulators of Epigenetic Control; murine LDR cells, GFP reporter derepression, 30 h; AID 1865, 2009; Potency, µM (doses to about 53.9 µM), for inactives: at the highest dose GFP activation, usual class: activators; 0.2% of 280,000 active; further: potency means the concentration at half of the fitted maximal effect; % of control where 0% means no effect; nearly all actives have a fitted effect of over 60% in size
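Reporter derepression read as number of fluorescent GFP-positive objects, 20-120 um in size, counted by laser-scanning cytometer. Mouse LDR line with an epigenetically silenced CMV-GFP locus; compound incubation 30 h, 37 C.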
NPSR antag – qHTS Assay for Antagonists of the Neuropeptide S Receptor: cAMP Signal Transduction. CHO-NPSR cells, cAMP TR-FRET, antagonist mode. AID 1461, 2008. 1% of 220,000 active. Q6W5P4. Potency, µM (titrated, usually from 38.3 µM), for inactives: at the highest dose activity change, negative = inhibition, actives largely listed as inhibitors; further: potency means the concentration at half of the fitted maximal effect; on the % scale 0 is the no-effect control and ±100 the full control effect; nearly all actives have a fitted effect of over 50% in size; many of its hits are not listed in these tables
IMPase Li inh – qHTS Assay for Identifying the Cell-Membrane Permeable IMPase Inhibitors: Potentiation with Lithium | CHO-M1 cells, IP1 TR-FRET (IP-One), carbachol + lithium | Potency, µM (titrated, usually from 59.4 µM), without a hit: at the top dose activity, negative = IMPase inhibition, most hits filed as inhibitors | 0.35% of 210,000 active | AID 1457, 2008;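 further: IP1 builds up when IMPase is blocked and the TR-FRET signal falls; potency means the concentration at half of the fitted maximal effect; plate controls were basal vehicle for no effect and high inhibitor control for full effect; nearly all actives have a fitted effect of over 50% in size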
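Steps: plate 2000 CHO-M1 cells per well and culture 16–30 h; add compound and lithium; incubate 30 min, 37C; add d2-IP1 tracer and Eu cryptate anti-IP1 antibody in lysis buffer; read after 10 min at room temperature.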
HTT aggregate – qHTS Multiplex Assay to Identify Dual Action Probes in a Cell Model of Huntington: Aggregate Formation (GFP); PC12 HttQ103-GFP aggregates, Acumen cytometry, 40 h; Potency, µM (doses to about 46.1 µM), without a hit: top-dose activity change, negative = inhibition, most hits filed as inhibitors; 1.1% of 220,000 active; further: potency means the concentration at half of the fitted maximal effect; on the % scale 0 is the no-effect control and ±100 the full control effect; nearly all actives have a fitted effect of over 60% in size
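Inducible Q103 Huntingtin exon 1–GFP PC12 line, 1500 cells/well in phenol red free DMEM with 5% equine and 5% calf serum. Tebufenozide 100 nM induced expression; compounds titrated; aggregates quantified by cytometry.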
CBFb RUNX1 block – qHTS Assay for Compounds Blocking the Interaction Between CBF-beta and RUNX1 for the Treatment of Acute Myeloid Leukemia; Runt-related transcription factor 1 (Homo sapiens) + Core-binding factor subunit beta …; AlphaScreen CBFb-His/RUNX1-biotin binding, biochemical; Potency, µM (highest dose often 59.8 µM), for the others: top-dose activity, negative = inhibition, actives largely listed as inhibitors; 230,000 tested, under 10 active; further: % of control where 0% means no effect
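AlphaScreen binding: CBFb-His and RUNX1-biotin (30 nM each) preincubated 20 min, compound added for 15 min, then nickel and streptavidin beads for 90 min, all at room temperature. Disruption of the interaction by any mechanism counts as activity.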
Active calls of the source: *; ? = inconclusive; nt = not tested or not shown; [ ] = remark or other dose. The call rests on the fitted dose curve; in most records, active means well fitted curve in the direction sought with a large enough effect; inconclusive means small, poorly fitted or top-dose-only effect, or another doubt; inactive means no such curve, though single readings can be large; an effect the other way counts as inactive or inconclusive. Not all compounds are listed, so the mix of outcomes need not match the whole.

SMILES | L3MBTL1 block | Luc counter | Epigenetic reg | NPSR antag | IMPase Li inh | HTT aggregate | CBFb RUNX1 block
CCn1c(COc2ccc(Cl)cc2)nnc1SC1CCc2ccccc2C1=O (stereo unspecified) | -2.2% | 0.0% | 0.0% | -1.3% | 6.7% | ? | -6.1%
CN(Cc1cccs1)c1ncnc2sccc12 | 3.9% | -4.6% | 0.0% | -13.4%[46.1 µM] | 14.7% | 3.16µM* | 4.5%
COc1ccc(CNC(=O)Cn2nnc3ccccc3c2=O)cc1 | nt | nt | -2.1% | 2.8% | nt | 17.0%[9.22 µM] | 4.2%
CCCCN(CC)Cc1ccc(CNC(=S)Nc2ccc(C)cc2Cl)o1 | nt | -1.7% | -4.8% | -19.5% | 14.8% | 9.9% | 2.0%
COc1cccc(C2C(C(=O)Nc3nc4ccccc4s3)=C(C)NC3=C2C(=O)CC(C)(C)C3)c1OC (stereo unspecified) | 3.4% | 1.4% | -2.3% | -21.7%[46.1 µM] | -18.0%[38.3 µM] | 17.7% | 11.1%
NNC(=O)c1ccc(CSc2n[nH]c(=O)[nH]c2=O)cc1 | -11.6% | nt | -1.1% | -29.7% | nt | 5.7%[9.22 µM] | -2.5%
CCN1CCCC1CNC(=O)C(=O)NC(C)C (stereo unspecified) | 32.7%[activator] | -0.3% | -0.3% | 15.4% | 5.8% | 1.7%[9.22 µM] | 2.0%
O=C1COc2ccc(C(=O)COC(=O)Cc3ccc(Cl)cc3)cc2N1 | 7.5% | 2.0% | 1.1% | -27.4% | -1.2% | 8.4% | -8.6%
CCSc1nnc(NC(=O)c2ccc(Br)s2)s1 | nt | 6.9% | 2.4% | -11.0%[46.1 µM] | 16.0%[38.3 µM] | -23.6% | 0.5%
COc1ccc(-c2nc3cc(NC(=S)NC(=O)Cc4ccccc4)ccc3o2)cc1 | -0.6% | -1.2% | 0.0% | -37.8% | -29.6% | 6.1% | 6.5%
O=S1(=O)CCN(Cc2ccccc2C(F)(F)F)CC1 | -5.4%[11.4 µM] | 1.2% | -0.3% | 18.5% | 2.6% | 0.9% | 19.5%
CC1(C)Cc2c(C#N)c(OCC(=O)c3ccccc3)nc(-c3ccoc3)c2CO1 | -7.4% | -5.1% | 4.0% | 1.5%[46.1 µM] | -25.6%[38.3 µM] | 11.6% | -0.1%
COCCCNC(=S)N1CCCN(c2nc3cc(C)c(C)cc3cc2C#N)CC1 | 41.7%[activator] | 2.1% | -6.2% | 8.9% | 1.2% | 22.2%[9.22 µM] | 4.2%
COc1cc2c(cc1OC)C(c1cccs1)N(C(=O)c1ccc(S(=O)(=O)N(C)C)cc1)CC2 (stereo unspecified) | nt | nt | 2.2% | -30.4% | nt | 2.7%[9.22 µM] | 1.4%
CCCn1c2ccccc2c2nnc(SCC(=O)Nc3cc(C)on3)nc21 | nt | -2.4% | ? | -26.0%[46.1 µM] | 12.9%[38.3 µM] | 5.1% | -0.2%
CCOC(=O)N1CCN(c2c(NCCc3ccccc3)c(=O)c2=O)CC1 | nt | -1.0% | 0.0% | 3.1%[46.1 µM] | -2.4%[38.3 µM] | 4.5% | 1.7%
COC/C=C/C1=CC2=CC(=O)C(C)(OC(=O)c3cnc4ccccc4n3)C(=O)C2=CN1CCOC (stereo unspecified) | nt | -2.8%[7.66 µM] | nt | nt | 3.2% | nt | -0.5%[13.1 µM]
CCOC(=O)n1c(=O)oc2ccccc21 | nt | -0.2% | 3.9% | -12.6%[46.1 µM] | 9.8%[38.3 µM] | 5.9% | 9.2%
COc1cccc(NC(=O)COC(=O)CCOc2ccccc2OC)c1 | -4.3%[11.4 µM] | 1.3% | 0.1% | 0.4% | 1.3% | 5.5% | 3.9%
Cc1nn2c(SCC(=O)c3cccs3)cc(C(C)(C)C)nc2c1-c1ccccc1 | 3.4% | -0.4% | 1.3% | -15.0%[46.1 µM] | -7.2% | -0.9% | 0.2%
CC(Sc1nnc(COc2ccc([N+](=O)[O-])cc2)n1C)C(=O)O (stereo unspecified) | 6.6% | -0.2% | 5.2% | -22.3% | 6.7% | -0.5%[9.22 µM] | 4.0%
O=C(N/N=C/c1ccccc1Br)C1CC1 | -0.4% | -0.5% | 0.0% | 15.3% | 3.7% | 3.7% | 2.9%
Cc1ccc(CNC(=O)CCC2CCCN(Cc3ccc4cccc(F)c4n3)C2)o1 (stereo unspecified) | -5.1% | 0.7% | -8.0% | 2.1% | 26.2% | ? | -2.4%
Cc1cc(C)n2c(nc3ccccc32)c1C(=O)NN | 2.3% | nt | -1.7% | 12.3% | nt | 3.5%[9.22 µM] | 2.0%
O=C(CSc1ccccc1)NCCCc1ccccc1 | 4.8% | -3.6% | -0.4% | -3.5% | 10.2% | -6.1% | 8.3%

Profiles from above. Values in the order: L3MBTL1 block | Luc counter | Epigenetic reg | NPSR antag | IMPase Li inh | HTT aggregate | CBFb RUNX1 block
Profile of `COCCCNC(=S)N1CCCN(c2nc3cc(C)c(C)cc3cc2C#N)CC1` = 41.7%[activator] | 2.1% | -6.2% | 8.9% | 1.2% | 22.2%[9.22 µM] | 4.2%
Profile of `CCSc1nnc(NC(=O)c2ccc(Br)s2)s1` = nt | 6.9% | 2.4% | -11.0%[46.1 µM] | 16.0%[38.3 µM] | -23.6% | 0.5%

Next entries:
SMILES | L3MBTL1 block | Luc counter | Epigenetic reg | NPSR antag | IMPase Li inh | HTT aggregate | CBFb RUNX1 block
COc1cc(CCC(=O)N2CCN(c3ncccn3)CC2)cc(OC)c1OC | 9.5% | 0.8% | -0.4% | 9.0% | 1.3% | 13.0% | 4.3%
OCCNc1nc2nonc2nc1NCCO | -4.4% | 0.7% | 1.4% | 7.9% | 2.9% | -6.7% | -3.8%
O=C(OCC(=O)N1CCCCCC1)c1ccc(Cl)c(S(=O)(=O)N2CCCC2)c1 | -23.8% | -0.2% | 4.1% | -12.4% | 10.2% | 18.0% | -15.8%
Cc1cc([N+](=O)[O-])nn1CC(=O)NCCc1c[nH]c2ccccc12 | 8.4% | -0.5% | -1.1% | 5.3% | -8.5% | -7.9% | -0.1%
CC(SC1CCCC1)C(=O)Nc1ccnn1C(C)C (stereo unspecified) | 1.2% | 2.4% | 0.0% | 9.7%[46.1 µM] | 1.6%[38.3 µM] | -10.6% | 4.4%
CC(NC(=O)c1cc(-c2ccc3c(c2)OCO3)nc2ccccc12)C(C)(C)C (stereo unspecified) | nt | -1.4% | 0.8% | -1.8%[46.1 µM] | 12.9%[38.3 µM] | -6.2% | 1.9%
CCOC(=O)NN1C(=O)c2ccccc2NC1c1ccccn1 (stereo unspecified) | nt | 3.1% | 1.3% | 32.0% | -2.4% | -6.5% | 0.2%
Cc1cc(=O)[nH]c(SCC(=O)Nc2ccc(Br)cn2)n1 | 2.0% | 5.5% | 0.3% | -6.4%[46.1 µM] | 5.5%[38.3 µM] | 22.9% | 8.3%
COc1cccc(C(=O)NNC(=O)c2sccc2-n2cccc2)c1 | -8.4% | 4.1% | -7.7% | 2.1% | -2.1% | 9.3%[9.22 µM] | 7.6%
CCOC(=O)c1cn(CC(=O)Nc2ccc(CC)cc2)nn1 | 27.6% | 1.0% | -0.6% | -4.2%[46.1 µM] | -1.7%[38.3 µM] | -0.3% | -2.3%
O=C(CSc1ccc(Cl)cc1)Nc1ncccn1 | 22.7% | -2.5% | -1.1% | 7.8% | 6.3% | -9.0% | -2.3%
Cc1nnc(Nc2ccc(C(=O)N3CCOCC3)cc2)c2ccccc12 | nt | -29.9% | -1.0% | 15.4%[46.1 µM] | 21.8%[38.3 µM] | 9.7% | 3.7%
COc1ccc([N+](=O)[O-])cc1NC(=O)C(C)Sc1ccccc1 (stereo unspecified) | 5.7% | 2.0% | 1.0% | -6.1%[46.1 µM] | 4.4% | -1.9% | -1.9%
Cc1ccc(C2c3c(oc4ccc(Cl)cc4c3=O)C(=O)N2CCCN2CCOCC2)o1 (stereo unspecified) | ? | 0.8% | 2.0% | -6.1%[46.1 µM] | 5.5% | -12.2% | -1.9%
O=C1CS/C(=N/N=C/c2c[nH]c3ccccc23)N1 | nt | nt | -7.1% | 8.1% | nt | 12.4%[9.22 µM] | -1.0%
C=C(C)CSc1nc2c(c(=O)[nH]c(=O)n2C)n1CCC(C)C | nt | 13.9% | -1.0% | -16.9%[46.1 µM] | 2.2%[38.3 µM] | -4.4% | 2.2%
O=C(Cc1ccccc1)Nc1ccc2oc(-c3cccnc3)nc2c1 | 9.8% | -1.6% | -1.1% | 2.9%[46.1 µM] | 12.4%[38.3 µM] | -0.1% | 10.3%
COC(=O)c1c(NC(=O)CSc2nnc(Cn3nnc4ccccc43)n2C)sc(C)c1C | -3.1% | 1.3% | 0.0% | -11.2%[46.1 µM] | 19.3%[38.3 µM] | -5.6% | 8.9%
O=C(COC(=O)CNC(=O)c1ccco1)Nc1ccc(F)cc1 | nt | 1.2% | 5.5% | 10.6% | -7.2% | -6.1% | -5.4%
COc1ccc(-n2c(C)nn(C)c2=O)c(OC)c1 | -2.6% | -1.4% | 0.0% | -3.8%[46.1 µM] | 3.9%[38.3 µM] | -13.2% | -1.5%
COc1ccc(Oc2ccc(/C=C/C(=O)c3ccc(O)cc3)cc2[N+](=O)[O-])cc1 | -4.7% | 2.4% | 0.0% | ? | 16.3% | 12.6µM* | ?
Cc1ccc(NC(=O)Nc2ccc3c(c2)OCO3)nc1 | -4.0% | -2.9% | -3.8% | -2.9% | 1.4% | -5.6% | -4.2%
COc1ccc2c(=O)c(C(=O)O)c(-c3ccc4c(c3)OCO4)n(C)c2c1 | 11.6% | 2.8% | 0.0% | -17.1% | -20.9% | -14.7% | 7.8%
COc1ccc2[nH]c(=O)c(CN(C(=O)c3cccnc3)c3ccccc3OC)cc2c1 | -1.4% | -0.9% | -11.1% | -27.6%[46.1 µM] | 15.4%[38.3 µM] | -1.9% | 11.9%

Some entries already given with just Luc counter and L3MBTL1 block.
structure,Luc counter,L3MBTL1 block
COc1cccc(C(=O)NNC(=O)c2sccc2-n2cccc2)c1,4.1%,-8.4%
CCOC(=O)c1cn(CC(=O)Nc2ccc(CC)cc2)nn1,1.0%,27.6%
O=C(CSc1ccc(Cl)cc1)Nc1ncccn1,-2.5%,22.7%
Cc1nnc(Nc2ccc(C(=O)N3CCOCC3)cc2)c2ccccc12,-29.9%,nt
COc1ccc([N+](=O)[O-])cc1NC(=O)C(C)Sc1ccccc1 (stereo unspecified),2.0%,5.7%
